NPYLR7 agonist: agonists of mosquito NPYLR7 receptor, primary screen, cell-based, Aedes aegypti, calcium fluorescence, mosquito biting behavior. Aedes aegypti neuropeptide Y-like receptor 7 (NPYLR7). HEK293T NPYLR7/Galpha15, GCaMP6s calcium fluorescence. activation, % at 10 µM. AID 1259423, 2018. 0.15% of 270,000 active; in the data active means activation above about 40%;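 further: 0% = vehicle and 100% = reference agonist at the receptor; some compounds past the cut are filed as inactive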
hcGAS lum: Primary biochemical luminescence assay for human cyclic GMP-AMP synthase inhibitors. Q8N884. recombinant h-cGAS, ATP depletion, Kinase-Glo luminescence. inhibition, % at 12.5 µM. 0.081% of 290,000 active;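 further: 0% = vehicle reaction and 100% = reaction without DNA for no activity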
Target sequence (Q8N884 whole entry, looked up): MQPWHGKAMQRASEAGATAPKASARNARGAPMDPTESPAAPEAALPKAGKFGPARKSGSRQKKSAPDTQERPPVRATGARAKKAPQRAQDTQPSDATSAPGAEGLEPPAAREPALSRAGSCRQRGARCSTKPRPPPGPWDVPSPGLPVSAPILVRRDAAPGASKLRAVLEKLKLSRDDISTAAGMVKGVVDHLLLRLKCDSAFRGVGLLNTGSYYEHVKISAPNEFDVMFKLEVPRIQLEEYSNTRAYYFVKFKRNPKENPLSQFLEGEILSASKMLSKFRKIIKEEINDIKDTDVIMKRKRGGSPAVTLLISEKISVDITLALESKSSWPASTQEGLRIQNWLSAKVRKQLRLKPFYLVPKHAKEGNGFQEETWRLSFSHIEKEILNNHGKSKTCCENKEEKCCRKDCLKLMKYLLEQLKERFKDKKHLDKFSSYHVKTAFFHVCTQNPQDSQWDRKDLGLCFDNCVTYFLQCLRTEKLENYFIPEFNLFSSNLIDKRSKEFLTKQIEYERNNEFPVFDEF
mcGAS inh: cyclic GMP-AMP synthase inhibitors, mouse, primary biochemical chemiluminescence | Q8C6L5 | recombinant cGAS, Kinase-Glo ATP depletion luminescence | inhibition, % at 12.5 µM | 0.15% of 160,000 active;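 further: 0% = negative control wells and 100% = reference inhibitor with no enzyme activity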
* hit, by the source's call; . = not tested or not shown. Unless noted, no stated cut-off is given here; in the data, active means inhibition above about 40%; inactive means the rest.

Start of the data: the first 4 entries, ahead of the listing:
canonical_smiles	NPYLR7 agonist	hcGAS lum	mcGAS inh
CNC(=O)NC(=O)CCSCc1ccc(OC)c(F)c1	1	-2	-10
CCC(C)N(Cc1cccnc1)C(=O)c1cccc(F)c1OC (configuration not stated)	18	-4	.
NC(=O)NCC(=O)N1CCCC1c1cccs1 (configuration not stated)	10	-6	.
Fc1ccccc1-c1cnnc(NCCc2cccc(Cl)c2)n1	19	-11	.

The whole of this part, repeating the preview:
canonical_smiles	NPYLR7 agonist	hcGAS lum	mcGAS inh
CNC(=O)NC(=O)CCSCc1ccc(OC)c(F)c1	1	-2	-10
CCC(C)N(Cc1cccnc1)C(=O)c1cccc(F)c1OC (configuration not stated)	18	-4	.
NC(=O)NCC(=O)N1CCCC1c1cccs1 (configuration not stated)	10	-6	.
Fc1ccccc1-c1cnnc(NCCc2cccc(Cl)c2)n1	19	-11	.
CCc1nc2ccc(C(=O)NCc3ccc(OC)cc3)cn2c1N(CC)Cc1cccc(Br)c1	17	-5	-3
CCn1c(C)cc(O)c(C(c2cccc(Cl)c2)N2CCN(C)CC2)c1=O (configuration not stated)	12	-9	.
CC(=NNC(=S)NC(C)C)c1ccc2c(c1)OCO2	1	-5	.
N#Cc1ccc(-c2ccc3c(n2)C(=O)N(CC(=O)NCC2CCCCC2)C3)cc1	-14	-4	-6
COc1ccc(-n2c(=O)[nH]c3c(C(N)=O)nc(-c4ccc(O)cc4)nc32)cc1OC	6	-3	-8
FC(F)(F)c1ccnc(SCc2csc(Cc3ccc(Cl)c(Cl)c3)n2)n1	5	-7	-5
O=C(c1ccc(Cl)c(Cl)c1)N1CCN(CC(OCc2c(F)cccc2F)c2ccc(Cl)cc2)CC1 (configuration not stated)	.	-3	-5
NCCCCCCCCCCN	2	-4	-5
O=C(CSc1nccn2nc(-c3ccc(Cl)cc3)cc12)NC1CCCCC1	2	-2	-5
COCC(=O)Nc1ccc(N2CCN(C(=O)c3ccccc3OC)CC2)nc1	-4	-6	-7
COc1ccc(-n2cccn2)c(C2CC(=O)NCc3nc4ccccn4c32)c1 (configuration not stated)	22	-3	-8
COCc1cc(CNC(=O)c2cn3cc(Cl)ccc3n2)[nH]n1	5	0	-8
CCc1nc(-c2c(-c3ccccc3)ncn2Cc2ccc(CO)cc2)c(C)[nH]1	-7	-3	.
N#Cc1ccc(CNc2ccc(F)cc2Cl)cc1	3	-5	.
CC1(C(=O)NS(=O)(=O)c2ccccc2)CCN1C(=O)Cc1cccs1 (configuration not stated)	5	-2	.
CN1CCCC(CNC(=O)COCc2nc3ccc(F)cc3[nH]2)C1 (configuration not stated)	9	-2	-13
CCNC(=O)c1cn(CCc2ccccc2)cc(C(=O)N2CCC(c3ccccc3)CC2)c1=O	17	-8	-12
Cn1c(N)c(C(=O)COC(=O)C23CC4CC(CC(Br)(C4)C2)C3)c(=O)n(C)c1=O	2	-4	-5
Cc1cccc(C(=O)Nc2sc3c(c2C(=O)N2CCN(C)CC2)CCCC3)c1	9	-9	-2
COCCCN(Cc1ccc(C)o1)Cc1ccc(C(O)(c2cccc(F)c2)c2cccc(F)c2)o1	3	-2	0
Cc1cc(C)n2ncc(C(=O)NC3CC(=O)N(C4CCCCCC4)C3)c2n1 (configuration not stated)	5	-4	.
COC(=O)Nc1ccc2c(c1)C(=O)Nc1cc(C)ccc1O2	-1	-2	.
Cc1cccnc1NC(=O)CC1CSc2nc(C(C)C)cc(=O)n21 (configuration not stated)	-3	-3	.
CCOCCCN(CC(=O)N(Cc1ccc2c(c1)OCO2)Cc1sccc1C)C(=O)Cc1ccccc1	.	2	1
Cc1noc(C)c1C(=O)Nc1ncc(Cc2ccccc2)s1	2	1	-6
CCOC(=O)COc1nsnc1N1CCOCC1	5	-2	.
CCNC(=O)NC(=O)CSc1nncn1Cc1ccco1	-5	5	.
CN1CCN(Cc2ccc(C3CCCCC3)s2)CC1CCO (configuration not stated)	3	-1	.
O=C1CCC([N+](=O)[O-])C(c2cccc(Br)c2)N1 (configuration not stated)	-1	-7	-7
CC(C)(C)CC(C)(C)c1ccc(OCC(=O)NNC(=O)c2ccccc2)cc1	-2	-7	.
CCOCCn1c(=O)c2c(nc3n(Cc4ccccc4)c(C)c(C)n23)n(C)c1=O	12	-11	.
O=C(Oc1ccccc1-c1nc2ccccn2c1NC1CCCCC1)C(c1ccccc1)c1ccccc1	-10	-1	1
CCOc1ncccc1CN1CCC(C(=O)Nc2cccc(-c3ccnc(C)n3)c2)CC1	23	-3	-5
CCc1ccccc1N=C1S/C(=C/c2ccc(O)c(O)c2)C(O)=C1C(=O)OC	8	-3	.
COc1ccc(OC)c2sc(N(CCN(C)C)C(=O)/C=C/c3cccs3)nc12	2	-5	-6
O=C1N=C2OC(C(=O)N3CCCC3)=CN2CCN1Cc1ccccc1	-6	-12	.
CCC1NC(=O)c2cc(S(N)(=O)=O)c(Cl)cc2N1 (configuration not stated)	5	0	.
Cc1cc(C(=O)N(C)Cc2ccoc2)c(NC(=O)C(C)(C)C)s1	-5	-15	.
COc1ccc(Cn2ccnc2CN(C(=O)C(C)C)C(C)C)cc1	6	-1	-4
Cc1cc(Cl)c(Cl)cc1S(=O)(=O)NC1CC(C)(C)NC(C)(C)C1	1	-6	.
C[C@@H]1CN(C2(C(=O)N(C)CCc3ccccn3)Cc3ccccc3C2)C[C@H](C)O1	8	-7	.
OCC#Cc1csc(CN2CCn3cncc3C2)c1	7	-4	-8
COc1ccc(C2CC(c3ccccc3)=Nc3nnnn32)cc1 (configuration not stated)	2	-2	.
Cc1ccc(C)c(NC(=O)NC2(C(F)(F)F)Oc3ccccc3O2)c1	7	-7	.
CSCCCNC(=O)c1ccc(-c2n[nH]c3c2CCCc2ccccc2-3)cc1	3	-5	-5
COc1ccccc1Cn1c(C)c(C(=O)NCc2ccco2)sc1=O	6	-1	.
CN(C)c1ncccc1CNC(=O)Cc1ccc(O)c(Cl)c1	0	-2	.
COc1ccc(C(=O)CSc2ccc(NC(=O)C(C)C)nn2)cc1	-1	0	.
CN(C)P1(N(C)C)=NC(c2ccccc2)=C(C#N)C(NN(c2ccccc2)c2ccccc2)=N1	-3	-4	.
CCOC(=O)C1(C(=O)OCC)Cc2ccsc2-c2sccc2C1	-3	6	.
O=C1c2ccccc2CS(=O)(=O)N1Cc1nc2ccccc2s1	9	-2	-7
O=C(NCc1ccc(OC(F)(F)F)cc1)c1ccc(-n2cnnn2)cc1	-2	-5	.
Cc1ccc(SC2CCN(Cc3cc4n(n3)CCNC4)CC2)cc1	16	-6	.
CCOC(=O)c1c(NC(=O)c2cccc3c2-c2ccccc2C3=O)c(-c2ccc(OC)c(OC)c2)cn1Cc1ccccc1	4	-3	-5
CN(CC1CCCN(CCc2ccc(Cl)cc2)C1)C(=O)CN1CCCCC1=O (configuration not stated)	7	-9	.
O=C(c1cnc(Nc2ccccc2)nc1)N1CCCC(CCc2ccc(F)cc2)C1 (configuration not stated)	3	-7	-10

Three entries picked at random from the list so far:
canonical_smiles	NPYLR7 agonist	hcGAS lum	mcGAS inh
O=C(c1cnc(Nc2ccccc2)nc1)N1CCCC(CCc2ccc(F)cc2)C1 (configuration not stated)	3	-7	-10
COc1ccc(C(=O)CSc2ccc(NC(=O)C(C)C)nn2)cc1	-1	0	.
CN(CC1CCCN(CCc2ccc(Cl)cc2)C1)C(=O)CN1CCCCC1=O (configuration not stated)	7	-9	.

More results.
canonical_smiles	NPYLR7 agonist	hcGAS lum	mcGAS inh
Cc1ccc(NC(=O)NC2CCN(c3ccccc3C(=O)N3CCc4ccccc4C3)CC2)cc1	14	2	-3
O=C1Nc2ccccc2NC12CCN(c1ncnc3[nH]ccc13)CC2	1	-5	.
N#CC(C(=O)c1cc(=O)c2ccccc2o1)c1ccc2ccccc2n1 (configuration not stated)	0	-4	.
Cc1nc(N)nc(N[C@@H]2CCOC[C@H]2OCCN(C)C)c1Cl	.	-12	-6
COC(=O)c1cc2n(n1)CCCN(C(=O)C1(C)CCCCO1)C2 (configuration not stated)	-2	-4	-10
CN1CCN(C(c2cccc(Br)c2)C2Sc3nc(-c4ccco4)nn3C2=O)CC1 (configuration not stated)	-10	1	2
COCCOCC(=O)N1CCN(CC(OCc2ccc(C(=O)OC)cc2)c2ccc(Cl)cc2)CC1 (configuration not stated)	.	3	-3
CC1CN(C(=O)Cn2cc(SCC(=O)NCc3ccc(F)cc3)c3ccccc32)CC(C)O1 (configuration not stated)	-7	-5	-9
Cc1ccc(C)c(S(=O)(=O)N2CCN(c3cc4c(cc3[N+](=O)[O-])OCCO4)CC2)c1	-4	-5	-2
CCCCC(=O)N1CC2(CCCC2)NC(=O)C1CC(=O)O (configuration not stated)	-7	4	.
Cc1cccc(NC(=O)NCCN2CCC(N(C)C)CC2)c1Cl	1	-7	-14
COc1ccc(-n2c(CCC(=O)NCC3CCCO3)cc3c2-c2ccccc2CC3)cc1 (configuration not stated)	2	-6	-9
CSc1ccccc1NC(=O)Cn1nc([N+](=O)[O-])c(Br)c1C	3	-3	-4
CN(Cc1nc2ccccc2c(=O)[nH]1)C(=O)c1cc(C(F)(F)F)cc(C(F)(F)F)c1	-4	2	0
COc1cccc(OC)c1C(=O)Nc1ccc(-c2onc3c2CCc2ccccc2-3)cc1	1	-6	-5
Cn1cc(C(=O)NC2CCN(Cc3cccs3)CC2)ccc1=O	7	-4	-8
O=C(NC1CC(=O)N(Cc2cccc(F)c2)C1)C(=O)c1ccco1 (configuration not stated)	24	-7	.
O=S1(=O)c2cccnc2OC(CN2CCOCC2)CN1CCC1=CCCCC1 (configuration not stated)	-1	11	5
c1cc(-c2nccn2CCN2CCCCC2)cc(-n2cccn2)c1	0	2	.
CCOC(=O)c1cc([N+](=O)[O-])nn1Cc1ccc(Cl)c(Cl)c1	3	-6	-6
O=C(C=Cc1ccc([N+](=O)[O-])o1)c1ccc(F)cc1	-8	-1	.
O=C(CSc1nc2ccccc2[nH]1)Nc1nc2ccccc2s1	-10	2	-4
COC(=O)Cn1c(=NC(=O)C2CCCN2S(=O)(=O)c2cccs2)sc2ccccc21 (configuration not stated)	-5	-7	-10
Nc1ncc(-c2cccc(OC(F)(F)F)c2)cc1/C=C\c1ccccc1	-2	-3	-1
CCOC(=O)N1CCN(c2c(N3CCN(C)CC3)c(=O)c2=O)CC1	5	-6	-3
CCCCN(CC(=O)N(CCc1c[nH]c2ccccc12)Cc1ccc(Cl)c(Cl)c1)C(C)C(=O)OC (configuration not stated)	0	-10	-5
Cc1nc2sccc2c(=O)n1/N=C\c1ccc(Cl)c(Cl)c1	0	-6	.
C=C(C)Cn1c(SCc2ccc(C)cc2)nc2c1c(=O)n(C)c(=O)n2C	7	-7	.
CC(c1ccc(F)cc1)N(C)C(=O)Cc1csc(NC(=O)c2ccco2)n1 (configuration not stated)	2	-8	-16
CC(C)Oc1cccc(Nc2cc3[nH]c(-c4ccc(C(=O)N(C)C)cc4)cc3cn2)c1	-1	-2	-1
N#CC1(C#N)[C@@H]2c3ccccc3C=CN2[C@@H](C(=O)c2cccs2)[C@@H]1c1ccsc1	11	-2	2
Cc1nn(C)c(C)c1NC(=O)CSc1nnnn1C(C)(C)C	3	-6	.
CCOC(=O)c1nn(-c2ccccc2)c(=O)cc1NC(=O)c1ccccc1OCC	.	-7	-7
CN(C)/C=C1/CCc2c([nH]c3ccccc23)C1=O	-3	4	.
O=C(CSc1nc2c(cnn2CCO)c(=O)[nH]1)N1CCN(c2ccccc2)CC1	4	-9	.
COc1ccc(CCOC(=O)C2CCCCN2C(=O)C2CCN(C(=O)OC(C)(C)C)CC2)cc1OC (configuration not stated)	-7	-2	-4
CN1C(=O)c2ncccc2C1CC(N)=O (configuration not stated)	3	-3	-4
CC(=O)NC1C(=O)N(Cc2ccccc2OC(C)C)c2ccccc21 (configuration not stated)	0	-16	.
CCCc1nc(C)sc1C(=O)Nc1ccc(CP(=O)(OCC)OCC)cc1	-9	-4	.
O=C1NC2(Nc3ccccc31)C(=O)Nc1ccccc12 (configuration not stated)	5	-4	.
O=C(O)c1[nH]ncc1CN1CCC1c1ccc(F)cc1 (configuration not stated)	2	-5	.
CC1(C)CC(=O)C2(Cc3cc(N)ccc3N3CCCC32)C(=O)C1 (configuration not stated)	3	3	.
CCOC(=O)N1CCN(C(=O)c2cc(-c3ccc(Cl)cc3)n(-c3ccccc3OC)c2C)CC1	-8	-10	-4
CN(C)c1ccc(C(CC(=O)O)C(=O)O)cc1 (configuration not stated)	-9	-1	.
Cc1[nH]cnc1C(=O)N1CCCC(O)(CN(C)C)C1 (configuration not stated)	-1	-1	0
Cc1cc(-c2csc(N)n2)c(C)n1CCc1cccs1	6	-2	.
Cc1nc(-c2ccc(-c3cccs3)s2)n(CC(=O)N(C)Cc2ccco2)c1C	8	-6	.
CCN1CCN(c2c(CN(C(=O)Nc3ccccc3OC)C3CC3)c(C)nn2-c2cccc(F)c2)CC1	23	-1	-5
CC(C)Oc1ccc(C(=O)Oc2coc(CSc3nncn3C)cc2=O)cc1	-5	-6	-7
CSc1ccc(C(=O)CC(C)(C)C(=O)NCCCCc2ccccc2)cc1	0	-4	-4
